High-throughput results: PubChem, several laboratories
PKA-R2B activ: activators of PKA-R2B holoenzyme, primary screen, biochemical, fluorescence polarization, Cy5-IP20, human; cAMP-dependent protein kinase catalytic subunit beta (Homo sapiens) + cAMP-dependent …; PKA-R2B holoenzyme dissociation; R2B truncated from residue 108, S112A mutant; 0% DMSO only, 100% 113 µM cGMP; activation, % at 11.4 µM; 340,000 tested, 0.079% active; AID 504700, 2011;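 active means activation above a cutoff set at the mean over all compounds plus 3 SD, cut at about 18% in these data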;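 further: higher means more holoenzyme dissociation and a rise in polarization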
Target sequence (P31323 whole entry, looked up, other chains not shown, the tested form may be a part): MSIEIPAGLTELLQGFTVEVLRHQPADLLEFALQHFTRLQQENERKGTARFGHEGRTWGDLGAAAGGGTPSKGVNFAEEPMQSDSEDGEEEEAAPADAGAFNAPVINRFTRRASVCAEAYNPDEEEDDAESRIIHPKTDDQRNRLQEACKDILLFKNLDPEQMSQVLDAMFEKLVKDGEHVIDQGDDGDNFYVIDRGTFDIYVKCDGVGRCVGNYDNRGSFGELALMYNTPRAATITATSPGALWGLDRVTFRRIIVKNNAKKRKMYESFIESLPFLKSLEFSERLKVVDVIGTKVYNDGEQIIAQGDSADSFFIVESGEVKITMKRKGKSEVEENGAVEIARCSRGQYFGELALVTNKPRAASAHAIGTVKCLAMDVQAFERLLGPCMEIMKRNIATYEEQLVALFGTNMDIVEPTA
NSD2 HMT inh: NSD2 histone methyltransferase inhibitors, primary screen, biochemical, AlphaScreen, single concentration, set 2; Histone-lysine N-methyltransferase NSD2 (Homo sapiens), O96028; NSD2 peptide methylation, 120 min; inhibition, % at 12.5 µM; 310,000 tested, 0.54% active; AID 743445, 2014; in the data active means inhibition above about 50%
Keap1-Nrf2 PPI: Keap1-Nrf2 protein-protein interaction inhibitors, primary screen, biochemical, fluorescence polarization, single point; Kelch-like ECH-associated protein 1 (Homo sapiens), Q14145; Keap1 Kelch-Nrf2 peptide fluorescence polarization, 1536-well; inhibition, % at 9.4 µM; 340,000 tested, 0.15% active; AID 504523, 2011; in the data active means inhibition above about 12%;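 further: human Keap1 Kelch domain with fluorescein labeled Nrf2 9mer peptide probe; 0% = neutral control wells and 100% = peptide positive control; higher means more block of Keap1 binding to Nrf2 peptide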
Target sequence (Q14145 whole entry, looked up, the tested form may be a part): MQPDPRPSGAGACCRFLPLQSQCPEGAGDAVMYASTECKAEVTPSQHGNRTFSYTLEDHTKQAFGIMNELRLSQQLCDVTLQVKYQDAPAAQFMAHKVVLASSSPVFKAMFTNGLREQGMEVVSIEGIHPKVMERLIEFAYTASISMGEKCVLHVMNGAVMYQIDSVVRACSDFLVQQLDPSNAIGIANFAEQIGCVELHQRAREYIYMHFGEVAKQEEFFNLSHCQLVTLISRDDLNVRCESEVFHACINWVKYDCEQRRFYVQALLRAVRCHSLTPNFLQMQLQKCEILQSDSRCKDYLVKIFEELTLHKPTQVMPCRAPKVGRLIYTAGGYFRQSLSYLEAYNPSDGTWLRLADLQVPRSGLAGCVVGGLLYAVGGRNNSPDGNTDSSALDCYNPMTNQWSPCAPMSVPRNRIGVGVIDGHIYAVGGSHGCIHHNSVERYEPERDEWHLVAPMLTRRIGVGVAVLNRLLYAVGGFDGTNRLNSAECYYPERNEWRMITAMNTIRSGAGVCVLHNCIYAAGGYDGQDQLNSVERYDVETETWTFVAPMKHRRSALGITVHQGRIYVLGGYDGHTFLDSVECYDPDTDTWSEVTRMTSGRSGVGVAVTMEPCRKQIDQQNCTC
LANA DNA inh: inhibitors of KSHV C-LANA binding to DNA, primary screen, biochemical, fluorescence polarization, FAM-LBS DNA, MBP-C-LANA, single point; Kaposi's sarcoma herpesvirus LANA C-terminal domain (residues 932-1162) DNA binding; inhibition, % at 9 µM; 340,000 tested, 0.078% active;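 active means highest replicate inhibition at or above 60% at 9 µM, even if other replicates fall short; inactive means all replicates below 60% inhibition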;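 further: 0% = neutral control wells and 100% = 4 µM acridine orange control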
DAGLB inhibitor: DAGLB lipase inhibitors, primary screen, biochemical, fluorescence, HTS; Diacylglycerol lipase-beta (Homo sapiens), Q8NCG7; HEK293T DAGLB membrane lysate, EnzChek fluorogenic substrate; inhibition, % at 5.17 µM; 340,000 tested, 0.059% active; in the data active means inhibition above about 34%;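 further: 0% = enzyme with vehicle and 100% = wells lacking enzyme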
PvdQ acylase: P. aeruginosa PvdQ acylase inhibitors, primary screen, biochemical, fluorescence, plate reader and imaging, single point; AID 488965, 2010; 340,000 tested, 0.063% active; inhibition, % at 10 µM; purified PvdQ acylase; PvdQ acylase [Pseudomonas aeruginosa LESB58]; in the data active means inhibition above about 30%, passing the limit was not always enough;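 further: 0% = vehicle neutral wells and 100% = reference inhibitor wells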
SR-BI HDL uptake: inhibitors of SR-BI mediated HDL lipid uptake, primary screen, ldlA[mSR-BI] cells, fluorescence, single point; Scavenger receptor class B member 1 (Mus musculus), Q61009; ldlA[mSR-BI] CHO cells, DiI-HDL uptake fluorescence, 3 h; AID 488896, 2010; inhibition, % at 12.5 µM; 320,000 tested, 0.96% active;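 active means mean replicate inhibition of at least 70% and a set share of replicates each scoring 70 or more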;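 further: 0% = median of neutral control wells and 100% = median of positive control wells; values of inactives mirror those of a sister screen read the other way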
Arr AP2 block: inhibitors of beta-arrestin/AP2 binding, primary screen, biochemical, GPCR trafficking, flow cytometry. beta-arrestin 1 C-terminal peptide binding to AP2 beta2-adaptin appendage (human). FITC-arrestin peptide / GST-AP2 beads; AP2 beta2 appendage carries R879A mutation. inhibition, % at 10 µM. 340,000 tested, 0.31% active. AID 504490, 2011;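 active means inhibition above a set limit, near 3 SD of compounds lacking own fluorescence, cut at about 54% in these data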;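 further: plate controls were DMSO wells for no effect and 5 µM unlabelled arrestin peptide for full effect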
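system = GST-tagged AP2 beta2-adaptin appendage (R879A) on 4 µm glutathione beads | reagent = FITC-labelled arrestin peptide probe, 50 nM final | schedule = compound with beads 12 min RT, then probe 1 h RT | signal = HyperCyt-sampled flow cytometry, FL1 channel, ex 488/em 535 nm | read-out = percent response from loss of bead-bound FITC fluorescence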
SR-BI DiI-HDL act: activators of SR-BI mediated DiI-HDL uptake, primary screen, ldlA[mSR-BI] CHO cells, DiI fluorescence | activation, % at 12.5 µM | 3 h; 100 = double the neutral-control signal | 320,000 tested, 0.096% active;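 active means mean replicate activation of at least 60% and every replicate at or above 60%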;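 further: 0% = median plate neutral-control signal and 100% = twice that signal; values of inactives mirror those of a sister screen read the other way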
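material = CHO ldlA[mSR-BI] cells | medium = Ham's F12 with 0.5% BSA, HEPES 25 mM, pH 7.4 | reagent = fluorescent DiI-HDL, 10 µg/mL final | compound dosing = single-point compound dose | incubation = 3 h, 37 °C | measured by = bottom-read fluorescence, 550/595 nm | measure = HDL uptake via cellular fluorescence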
RTF Ca sens inh: cardiac RTF calcium sensitivity inhibitors, primary screen, biochemical, IANBD-TnC fluorescence, EC70 calcium | Troponin I, cardiac muscle (Homo sapiens) + Troponin T, cardiac muscle (Homo sapiens) + … | IANBD-labeled cardiac RTF, Ca2+ fluorescence | inhibition, % at 7.15 µM | 340,000 tested, 0.12% active;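 active means inhibition above the mean inhibition of all tested compounds plus 3 SD, cut at about 17% in these data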;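 further: assay run at fixed EC70 calcium of 1.6 mM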
Active calls of the source: *; . = no result given.

nr	compound	PKA-R2B activ	NSD2 HMT inh	Keap1-Nrf2 PPI	LANA DNA inh	DAGLB inhibitor	PvdQ acylase	SR-BI HDL uptake	Arr AP2 block	SR-BI DiI-HDL act	RTF Ca sens inh
1	CC(=O)c1ccc(S(=O)(=O)NCCC(=O)OCC(=O)NCCc2ccccc2)cc1	-7	-5	-10	-0.4	2	-9	-10	6	10	-2
2	O=S(=O)(c1ccc2c(c1)CCN2)N1CCCC1	-2	2	-6	1.2	-1	1	-14	-6	14	-5
3	COc1ccc(S(=O)(=O)N2CCC(Nc3ccccc3Cl)CC2)cc1	6	-1	-4	1.0	-9	1	-9	4	9	-2
4	O=C(CSc1ccc2nnc(-c3ccccn3)n2n1)Nc1ccc(F)cc1	4	0	-1	2.4	1	-13	-5	1	5	0
5	NNC(=O)c1cccc(S(=O)(=O)Nc2cc(Cl)ccc2Cl)c1	3	16	3	0.0	11	7	.	9	.	-9
6	COc1cc(C(=O)Nc2nnc(SCC(=O)NCC3CCCO3)s2)cc(OC)c1OC (stereo not drawn)	-2	-2	3	-0.6	1	-18	-7	-15	7	-3
7	O=C(C[C@H]1C/C=C\CC[C@@H](Cc2ccc(F)cc2)C(=O)O[C@@H](c2ccccc2)CNC1=O)N[C@@H](CO)Cc1ccccc1	-5	.	3	1.7	-1	-6	1	-6	-1	2
8	CCCOc1ccc(/C=N/NC(=O)CN(c2ccc(OCC)cc2)S(C)(=O)=O)cc1	-5	.	0	0.0	-1	-14	57	-8	-57	-15
9	COc1ccc(-c2nn(-c3ccccc3)cc2C(=O)O)cc1OC	-5	-2	4	0.0	0	-10	-17	2	17	-16
10	Cc1ccc(CN(CC(=O)NCc2ccc3c(c2)OCO3)C(=O)c2csnn2)cc1	0	-1	-4	0.5	-2	8	.	4	.	5
11	CC1(c2ccccc2)NC(=O)N(CCOc2ccccc2)C1=O (stereo not drawn)	0	-1	-3	2.2	0	-8	.	1	.	-12
12	CC(C)n1cnc2c(NCc3ccccc3)cc(Cc3ccc(F)cc3)cc21	-3	.	2	3.1	-6	-5	-12	-4	12	1
13	CC(OC(=O)[C@H](C)NC(=O)c1ccccc1Cl)C(=O)NCc1ccc2c(c1)OCO2 (stereo partly drawn)	-12	-12	-10	-0.4	1	-19	-14	-4	14	-6
14	O=C(NCc1ccc2c(c1)OCO2)C1CCCN1C(=O)Nc1ccc(Cl)cc1 (stereo not drawn)	1	0	-2	-1.5	-2	1	.	32	.	-2
15	CCNC(=S)N(CCc1c(C)[nH]c2ccc(F)cc12)Cc1cccnc1	-2	3	-3	0.5	3	-7	11	0	-11	-17
16	CCN(CC(=O)Nc1c(F)cccc1F)C(=O)Cc1ccc2c(c1)OCCO2	0	5	-5	2.2	3	-17	-18	-7	18	-17
17	O=C(OCC(=O)N1CCN(Cc2ccccc2)CC1)c1cc(Cl)ccc1[N+](=O)[O-]	9	.	2	2.7	2	-9	43	-10	-43	-7
18	CC1=NN(c2ccccc2)C(=O)C1(C)[N+](=O)[O-] (stereo not drawn)	-21	-1	0	1.4	2	-14	-16	-2	16	-3
19	COc1ccc(S(=O)(=O)N(C)C)cc1NC(=O)Cc1c[nH]c2ccccc12	0	-2	-2	-1.4	4	8	22	43	-22	-9
20	O=[N+]([O-])c1ccc2nc(NS(=O)(=O)c3ccc(Cl)cc3)sc2c1	-3	12	-5	-0.9	17	-9	-4	4	4	-6
21	CC1(C(O)(C#CC[N+]2(C)CCCCC2)c2ccccc2)CCCC1 (stereo not drawn)	-7	0	-1	1.5	-2	14	-4	2	4	2
22	Fc1ccc(C2=CC(c3ccc(Br)o3)n3ncnc3N2)cc1 (stereo not drawn)	-1	.	36*	64*	-34	-10	-16	23	16	-197
23	CC(C)Cn1c(SCC(=O)NC(=O)Nc2ccc3c(c2)OCCO3)nc2ccccc2c1=O	1	.	2	2.0	4	5	-26	10	26	-15
24	O=C(CC1CC2CCC1C2)NCc1cccs1 (stereo not drawn)	-14	0	-5	1.6	1	-13	.	-2	.	1
25	CCNc1nc(NCC)n2c(SC(C)C(=O)c3ccc(C)cc3)nnc2n1 (stereo not drawn)	-13	2	-2	-1.9	3	5	-28	7	28	9
26	CN1C(=O)c2cccc3c(Cl)ccc(c23)C1=O	-12	5	-7	-0.5	0	-13	-17	-8	17	0
27	CCN(CC)CC(=O)Nc1c(C#N)cnn1-c1ccccc1	.	-1	0	0.7	.	-11	-3	7	3	.
28	CCCSc1ccc(C(=O)Nc2ccc(F)cc2F)cn1	2	-4	1	0.4	-5	16	-5	17	5	-5
29	Cc1ccc(-c2csc(N/N=C/c3ccco3)n2)cc1	-1	-1	-6	-1.5	1	-12	31	-2	-31	-11
30	CCOc1ccccc1CSc1nc2ccccc2[nH]1	4	-1	-1	5.1	1	-9	32	4	-32	-18
31	CCn1c2ccccc2c2cc(NC(=O)COC(=O)c3ccc(NC(=O)CC#N)cc3)ccc21	-7	0	-2	0.0	7	-11	40	-4	-40	-2
32	Cc1c(C(=O)NCc2n[nH]c(=S)n2-c2ccc(F)cc2)cccc1[N+](=O)[O-]	-4	-3	-5	-2.4	2	-5	-28	5	28	-15
33	CC(=O)c1cccc(NC(=O)CSc2ccc(-c3ccc4c(c3)OCO4)nn2)c1	2	1	-5	-0.1	-3	-9	-4	1	4	4
34	N#CCCn1cc(C(=O)O)c(-c2ccc3ccccc3c2)n1	-4	-1	-2	1.5	-2	2	0	23	0	7
35	CCNc1c(NS(=O)(=O)c2ccc(OC)c(Cl)c2)c(=O)oc2ccccc12	3	2	-4	-0.8	-1	-5	-10	-4	10	-4
36	Cc1ccc(C)c(NS(=O)(=O)c2ccc3c(c2)Cc2cc(S(=O)(=O)Nc4cc(C)ccc4C)ccc2-3)c1	2	-4	5	0.8	1	0	-6	2	6	-4

A different layout for part of the listing above:
25	CCNc1nc(NCC)n2c(SC(C)C(=O)c3ccc(C)cc3)nnc2n1 (stereo not drawn)
26	CN1C(=O)c2cccc3c(Cl)ccc(c23)C1=O
27	CCN(CC)CC(=O)Nc1c(C#N)cnn1-c1ccccc1
28	CCCSc1ccc(C(=O)Nc2ccc(F)cc2F)cn1
29	Cc1ccc(-c2csc(N/N=C/c3ccco3)n2)cc1
30	CCOc1ccccc1CSc1nc2ccccc2[nH]1
31	CCn1c2ccccc2c2cc(NC(=O)COC(=O)c3ccc(NC(=O)CC#N)cc3)ccc21
32	Cc1c(C(=O)NCc2n[nH]c(=S)n2-c2ccc(F)cc2)cccc1[N+](=O)[O-]
33	CC(=O)c1cccc(NC(=O)CSc2ccc(-c3ccc4c(c3)OCO4)nn2)c1

screen / no.,25,26,27,28,29,30,31,32,33
PKA-R2B activ,-13,-12,.,2,-1,4,-7,-4,2
NSD2 HMT inh,2,5,-1,-4,-1,-1,0,-3,1
Keap1-Nrf2 PPI,-2,-7,0,1,-6,-1,-2,-5,-5
LANA DNA inh,-1.9,-0.5,0.7,0.4,-1.5,5.1,0.0,-2.4,-0.1
DAGLB inhibitor,3,0,.,-5,1,1,7,2,-3
PvdQ acylase,5,-13,-11,16,-12,-9,-11,-5,-9
SR-BI HDL uptake,-28,-17,-3,-5,31,32,40,-28,-4
Arr AP2 block,7,-8,7,17,-2,4,-4,5,1
SR-BI DiI-HDL act,28,17,3,5,-31,-32,-40,28,4
RTF Ca sens inh,9,0,.,-5,-11,-18,-2,-15,4

Next part
nr	compound	PKA-R2B activ	NSD2 HMT inh	Keap1-Nrf2 PPI	LANA DNA inh	DAGLB inhibitor	PvdQ acylase	SR-BI HDL uptake	Arr AP2 block	SR-BI DiI-HDL act	RTF Ca sens inh
37	CCOC(=O)c1ccc(N2CCN(c3ccc(F)cc3)CC2)c(NC(=O)Nc2cccc(OC)c2)c1	7	-2	-4	0.1	-6	-11	17	0	-17	1
38	Cc1ccc(C(=O)NNC(=O)CCC(=O)NCc2ccccc2)cc1Br	3	0	0	0.6	0	-5	-27	7	27	-4
39	Cc1ccsc1CN(C)CC(=O)Nc1ccccc1C(=O)NC1CC1	-5	0	3	1.6	-2	-5	3	-13	-3	0
40	CCCC1=C(C(=O)OCC)C(c2sccc2C)n2ncnc2N1 (stereo not drawn)	5	-3	1	-1.5	-2	-11	-28	23	28	-5
41	COc1cccc(/C=N/NC(=S)NCCc2ccccc2)c1	4	-1	0	-0.9	-4	0	-5	20	5	-21
42	Cc1ccc(SCC(=O)OCC(=O)N(C)C2CCS(=O)(=O)C2)cc1C (stereo not drawn)	-12	-1	-4	-0.8	4	-6	-11	-18	11	4
43	CCOc1ccc2nc(Cl)c(C3CC(c4ccco4)=NN3S(C)(=O)=O)cc2c1 (stereo not drawn)	0	4	-3	0.3	4	-2	1	6	-1	5
44	O=[N+]([O-])c1cccc(-c2cn3nc(-c4ccccc4)c(-c4ccccc4)nc3n2)c1	4	-1	-1	1.2	-1	-19	-3	21	3	-4
45	O=C1C2CC=CCC2C(=O)N1c1ccc(NCCc2ccccc2F)c([N+](=O)[O-])c1 (stereo not drawn)	4	2	3	0.8	3	-3	.	-1	.	-5
46	Cc1occc1C(=O)N1CCCC(N2CCN(c3cccc(C(F)(F)F)c3)CC2)C1 (stereo not drawn)	-4	2	-1	1.4	-1	-16	16	-4	-16	-3
